Source: PubChem BioAssay
LMP1 NFkB inh: Epstein-Barr LMP1 NF-kappaB reporter inhibition | LMP1-induced NF-kappaB luciferase reporter cells, luminescence | inhibition, % at 12.5 µM | 0.69% of 350,000 active | AID 504558; in the data active means inhibition above about 41%;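 further: 0% = neutral control wells and 100% = reference inhibitor control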
HIF-2a inh: inhibitors of HIF-2a | 786-0 RCC cells HIF-2a reporter, luciferase luminescence, overnight | inhibition, % at 18.8 µM | 0.72% of 360,000 active;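 active means inhibition of the luminescence signal of 40% or more relative to plate controls, in a single-dose primary screen at 18.75 µM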
KKLEB cytotox: reduces viability of KKLEB cystic fibrosis airway cells; 0.36% of 360,000 active; activity change (cytotoxicity), % at 5 µM; KKLEB CF airway cells viability, ATPlite luminescence, overnight; hits give low values; cells stimulated with P. aeruginosa culture filtrate; AID 602141;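 active means corrected activity change at or below -50% at 5 µM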
NR2E3 ag-1: activates human NR2E3 receptor | CHO-S Gal4-NCOR/VP16-NR2E3 two-hybrid, luciferase | 0.35% of 360,000 active | AID 602229 | inhibition of corepressor binding, % at 3.98 µM;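 active means inhibition above the mean of all tested compounds plus 3 SD, cut at about 70% in these data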;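 further: 0% = DMSO with NR2E3 transfected cells and 100% = cells lacking NR2E3 construct; higher means lower luciferase signal from less NR2E3 corepressor binding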
Target sequence (Q9Y5X4 whole entry, looked up, the tested form may be a part): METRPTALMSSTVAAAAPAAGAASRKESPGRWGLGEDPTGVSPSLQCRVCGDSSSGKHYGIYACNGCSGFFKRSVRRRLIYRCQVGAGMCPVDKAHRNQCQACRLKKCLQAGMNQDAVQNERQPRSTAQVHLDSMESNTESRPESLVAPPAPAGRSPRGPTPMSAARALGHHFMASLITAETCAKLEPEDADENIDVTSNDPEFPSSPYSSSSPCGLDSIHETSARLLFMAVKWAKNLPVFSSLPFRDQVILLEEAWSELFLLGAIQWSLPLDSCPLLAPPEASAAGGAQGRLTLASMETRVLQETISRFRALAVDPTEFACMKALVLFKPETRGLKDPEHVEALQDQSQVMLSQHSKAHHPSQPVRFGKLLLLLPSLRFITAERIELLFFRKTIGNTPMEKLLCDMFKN
NR2E3 ag-2: activates human photoreceptor nuclear receptor NR2E3; AID 2300; Q9Y5X4; inhibition of corepressor binding, % at 4.78 µM; GST-NR2E3/biotin-RetCOR TR-FRET, 1536-well; 0.12% of 320,000 active;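 active means percent inhibition above the cutoff of mean plus 3 SD of all tested compounds, set per screening campaign, cut at about 20% in these data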;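 further: 0% = DMSO wells and 100% = biotin wells as full block of FRET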
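System: GST-NR2E3 and biotin-RetCOR proteins; probe or stimulus: 7 nM biotin-RetCOR; doses: compound at 4.8 µM, single dose; schedule: Compound–protein incubation for 5 h at 4 °C; detection: time-resolved FRET; read-out: percent inhibition; controls: biotin wells as high control, 0.6% DMSO wells as low control; format: 1536-well plates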
Shn3 inh set2: reduces Shn3 3'UTR luciferase signal in osteoblasts; Clone20 osteoblast Shn3 3'UTR firefly luciferase, 24 h; inhibition, % at 12.5 µM; 0.52% of 360,000 active; AID 588674;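 active means mean inhibition of at least 75% with every replicate also reaching 75%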;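 further: 0% = median of neutral control wells and 100% = pilot-screen positive control compound; some compounds past the cut are filed as inactive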
Peg3 promoter: Peg3 promoter activity inhibition | HeLa PEG-Prom luciferase reporter, luminescence, overnight | 1.7% of 360,000 active | inhibition, % at 20 µM | AID 588405;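 active means inhibition of at least 50% at 20 µM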
MITF TRPM1 inh: reduces MITF-dependent TRPM1 promoter luciferase signal; SK-MEL-5 TRPM1 promoter luciferase, 24 h; inhibition, % at 12.5 µM; 0.83% of 330,000 active; AID 488899;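 active means mean inhibition across replicates of 60% or more, whatever share of single replicates reaches that level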; further: values of inactives mirror those of a sister screen read the other way
iPSC survival up: enhancers of human iPSC single-cell survival; hiPSC single-cell survival, ATPlite luminescence; 100% = ROCK inhibitor wells, 0% = DMSO; survival enhancement, % at 20 µM; 0.044% of 360,000 active; AID 602274; in the data active means survival enhancement above about 18%;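 further: cells exposed to compounds for 16 hours before the ATP read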
CF NFkB block: blocks PAF-induced NF-kB reporter in cystic fibrosis cells; KKLEB NF-kB-GFP reporter, GFP fluorescence overnight; AID 588850; 0.86% of 360,000 active; inhibition, % at 5 µM;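 active means at least 50% inhibition at 5 µM, scaled per plate between neutral and stimulator controls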;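 further: PAF is a Pseudomonas aeruginosa culture filtrate used as stimulus; plate controls were PAF-stimulated DMSO wells for no effect and unstimulated DMSO wells for full effect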
C8 TRAIL sens: sensitizes caspase-8 expressing cells to TRAIL | NB7+C8 cells + TRAIL, ATPlite viability luminescence | inhibition (viability loss, TRAIL sensitization), % at 10 µM | 1% of 360,000 active;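 active means compounds causing at least 50% loss of cell viability in the single-dose screen, relative to plate controls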
An asterisk follows results filed as active; . = no result given. Some of the compounds tested (hit frequency here may not be typical).

SMILES	LMP1 NFkB inh	HIF-2a inh	KKLEB cytotox	NR2E3 ag-1	NR2E3 ag-2	Shn3 inh set2	Peg3 promoter	MITF TRPM1 inh	iPSC survival up	CF NFkB block	C8 TRAIL sens
Cc1ccc(-n2ncc3c2CC(C)(C)CC3NC(=O)CCN2CCCO2)cc1 (stereo unspecified)	.	7	11	-21	2	3	50*	-4	-0.4	-19	-5
COc1ccc(S(=O)(=O)N(C)C[C@H]2Oc3ccc(NS(=O)(=O)c4cccs4)cc3C(=O)N([C@H](C)CO)C[C@@H]2C)cc1	-3	-3	-11	-23	.	32	-2	1	3.0	4	-1
Oc1ccc2ccccc2c1CN1CCOCC1	-5	0	-4	-3	1	16	-3	5	-0.2	13	8
Cc1cc(=O)oc2cc(OCC(=O)OCC(=O)N(CCC#N)c3ccccc3)ccc12	0	18	1	0	0	10	4	-12	-0.3	1	-7
COCOc1cccc(CN2CCC2(C)C(=O)Nc2ccc(C)cc2)c1 (stereo unspecified)	.	-15	-25	10	.	11	6	.	-0.2	24	-2
Cc1ccc(C)c(NC(=O)[C@@H]2CCCN2S(=O)(=O)c2ccccc2F)c1	-2	13	-10	29	4	8	16	2	-0.6	-15	2
Cc1ccc(CN(c2ccc(C(=O)N3CCOCC3)cc2)S(C)(=O)=O)cc1	1	4	-3	20	2	1	18	11	3.4	-11	-2
COc1cc(NC(=O)c2cnn3c(C)cc(C)nc23)c(OC)cc1Cl	6	-1	12	-41	.	-6	-32	-15	-0.2	-14	-22
O=C(CSC(=S)N1CCOCC1)c1cc(Br)cc(Br)c1O	-9	7	-5	-49	1	-3	26	1	-0.4	15	17
CC(=O)c1nc2ccccc2n1CCc1ccccc1	-9	4	18	-28	0	-6	-2	1	0.2	-34	4
CC(C)c1ccc(NC(=O)CSc2nnc(-c3ccccn3)n2C)cc1	6	5	-3	-7	-1	10	0	-1	-0.8	11	-6
COc1ccc(/C=C2\CCC(C3CCCC3)C2=O)cc1Cn1cccn1 (stereo unspecified)	-4	-91	-9	13	4	11	13	-8	-0.1	19	-4
COc1ccccc1NS(=O)(=O)c1cccc(NC(=O)c2ccc3ccccc3n2)c1	2	-73	-1	-27	6	62	4	14	-0.3	-18	15
Cc1nn(Cc2c(F)cccc2Cl)c(=O)c2ccccc12	-5	-5	-1	-17	-1	-7	13	6	0.6	15	-6
COc1ccc(-c2nc(-c3ccccn3)ncc2S(C)(=O)=O)cc1	4	7	-1	-19	4	14	0	-4	-0.9	-3	-7
C[C@H](CO)N1C[C@H](C)[C@@H](CN(C)C(=O)Nc2ccc3c(c2)OCO3)Oc2c(NC(=O)Cc3ccccc3)cccc2C1=O	-10	-5	6	3	.	4	2	-5	1.3	-2	-12
COC(=O)c1ccc(S(=O)(=O)N2CCCCC2)o1	-21	13	-8	-13	2	16	18	-4	0.7	8	31
CCOC(=O)c1ccc(NC(=O)CCc2ccc(CC)o2)cc1	-1	-23	-1	-10	3	-2	-11	-15	-2.2	3	-3
CN(C)/C=C1\C=C2C(=O)c3ccccc3N2C1=O	8	-6	-16	-29	-11	-3	-1	9	-0.6	-69	-4
CC(C)COc1ccc(S(=O)(=O)n2cc(F)c(=O)[nH]c2=O)cc1	0	14	18	10	0	10	6	6	0.7	-11	1
CC1(C)N=C(C(=O)c2ccccc2)N(O)C1(C)O (stereo unspecified)	-7	8	10	-24	1	-3	5	-5	-1.4	-13	-2
N#CC(=C1Nc2ccccc2N1)S(=O)(=O)c1ccccc1	-5	30	10	-14	-5	3	14	5	0.1	-17	2
O=C(COC(=O)CSc1ccc(F)cc1)NC1CCCCCC1	5	2	-1	-29	5	0	3	-2	0.7	14	4
O=c1cc(C(F)(F)F)nc(-c2ccccc2)[nH]1	-8	3	2	0	0	14	11	-5	4.2	-5	-13
CN1CCN(C(=O)C2(NC(=O)Nc3ccccc3Cl)CCCCC2)CC1	-1	7	-8	0	-1	-13	4	-4	0.1	12	-5

(cont.)
SMILES	LMP1 NFkB inh	HIF-2a inh	KKLEB cytotox	NR2E3 ag-1	NR2E3 ag-2	Shn3 inh set2	Peg3 promoter	MITF TRPM1 inh	iPSC survival up	CF NFkB block	C8 TRAIL sens
COc1ccccc1NC(=O)/C(=N/OCc1ccc(F)cc1)C(C)=O	-5	4	8	6	1	2	6	19	0.0	8	-5
CC(C)CCOc1ccc(NC(=O)C2OC3OC(C)(C)OC3C3OC(C)(C)OC23)cc1 (stereo unspecified)	1	-2	4	-1	1	0	-4	-5	-1.2	13	-10
COc1ccc2oc(=O)c(C(=O)N3c4ccccc4CC3C)cc2c1 (stereo unspecified)	-8	-28	7	-17	1	-6	25	2	-0.3	-1	6
Cc1ccccc1C(=O)Nc1ccc(N(C)C)c2ccccc12	1	-44	4	-3	-1	-10	-14	-4	-0.5	8	11
Cc1ccc(C(=O)NCCc2c[nH]c3ccccc23)c(C)c1	-21	-248	4	-92	0	-102	-279	-70	-0.4	-8	17
O=C(CN(C(=O)CCC(=O)Nc1nccs1)c1ccc(F)cc1)NCc1ccccc1	8	22	2	-14	0	-11	-4	9	-0.1	4	0
O=C(Cc1ccccc1F)OCC(=O)N1CCc2ccccc21	-25	8	4	-14	0	-16	-21	-73	0.6	9	5
COc1ccc(NC(=O)CN2CCN(c3c(C)cc(C)cc3C)CC2)cc1	-1	5	0	2	-7	11	16	-8	0.9	26	2
C[C@H](CO)N1C[C@H](C)[C@@H](CN(C)C(=O)NC2CCCCC2)Oc2ccc(NC(=O)CCC(F)(F)F)cc2C1=O	8	9	-6	-3	.	2	-3	-2	0.8	16	-14
COc1ccccc1N1CCN(CC(=O)Nc2ccc(S(=O)(=O)N3CCCCCC3)cc2)CC1	5	19	4	-15	3	30	12	15	-0.5	1	14
O=C1CC2C(=O)NCCN2C(=NC(=O)c2ccccc2)N1 (stereo unspecified)	2	22	1	3	0	-4	-7	11	0.5	-18	14
CCCOc1ccc(-c2nnn(CC(=O)N3CCCCC3)n2)cc1	-2	-48	-3	-7	-3	-18	-34	-15	-0.2	7	1
COc1ccc(C(=O)Nc2scc(-c3ccc(Cl)cc3Cl)c2C(N)=O)cc1	-41	-201	3	-75	1	-23	-266	-59	-1.4	-3	44
O=C(COC(=O)c1ccc2c(c1)OCCO2)NCc1ccccc1Cl	-8	-1	5	-8	.	15	14	-2	-1.1	-8	-14
CCCn1c(SCC(=O)N(C)CC(=O)Nc2ccc(Cl)cc2)n[nH]c1=O	-2	12	20	-19	3	-2	0	-2	0.1	-10	-6
CCCC(C)c1nnc(NC(=O)CCS(=O)(=O)c2ccccc2)s1 (stereo unspecified)	11	5	-7	-19	7	-11	11	7	-0.2	3	-3
CN(C)C(=O)c1cnc(Sc2ncc(C(F)(F)F)cc2Cl)n1C	5	3	3	-18	0	-8	11	15	4.1	3	-10
O=C(CN1CCOCC1)Nc1cccc(C(=O)Nc2cccc(C(F)(F)F)c2)c1	-3	5	-5	-21	0	17	20	11	0.2	6	6
COc1ccc(N(CC(=O)NC2CCCC2)C(=O)Cn2nnc(-c3ccc(C)o3)n2)cc1	7	0	-3	-31	.	9	-8	10	-0.2	2	10
Cc1ccc(NC(=O)CC2SC(=O)NC2=O)cc1 (stereo unspecified)	9	13	9	-14	0	1	3	0	2.2	-7	1
Cc1ccccc1OC(C)C(=O)N1CCN(c2ccccn2)CC1 (stereo unspecified)	2	-6	8	-6	0	4	16	3	-0.5	-27	7
O=S(=O)(c1ccccc1)c1ccccc1/C=N\O	5	13	-11	8	1	5	13	8	-1.9	22	-6
CCN1C(=O)c2cccc3c(NC(=O)c4ccccc4)ccc1c23	-1	-72	1	-8	-1	8	-16	0	5.6	-48	2
Oc1[nH]c2ccccc2c1C=NCC1CCCO1 (stereo unspecified)	-4	-22	17	-32	-2	-8	-15	8	-3.0	2	8
Cc1ccc(SCCCCN2CCNCC2)cc1	-12	-95	-7	-4	0	-30	-65	-5	0.3	3	8

Six compounds picked at random from the list so far, as already listed:
SMILES	LMP1 NFkB inh	HIF-2a inh	KKLEB cytotox	NR2E3 ag-1	NR2E3 ag-2	Shn3 inh set2	Peg3 promoter	MITF TRPM1 inh	iPSC survival up	CF NFkB block	C8 TRAIL sens
COc1ccc(C(=O)Nc2scc(-c3ccc(Cl)cc3Cl)c2C(N)=O)cc1	-41	-201	3	-75	1	-23	-266	-59	-1.4	-3	44
CCCOc1ccc(-c2nnn(CC(=O)N3CCCCC3)n2)cc1	-2	-48	-3	-7	-3	-18	-34	-15	-0.2	7	1
CCN1C(=O)c2cccc3c(NC(=O)c4ccccc4)ccc1c23	-1	-72	1	-8	-1	8	-16	0	5.6	-48	2
Cc1ccc(C(=O)NCCc2c[nH]c3ccccc23)c(C)c1	-21	-248	4	-92	0	-102	-279	-70	-0.4	-8	17
O=C(COC(=O)c1ccc2c(c1)OCCO2)NCc1ccccc1Cl	-8	-1	5	-8	.	15	14	-2	-1.1	-8	-14
O=C(Cc1ccccc1F)OCC(=O)N1CCc2ccccc21	-25	8	4	-14	0	-16	-21	-73	0.6	9	5

More entries:
SMILES	LMP1 NFkB inh	HIF-2a inh	KKLEB cytotox	NR2E3 ag-1	NR2E3 ag-2	Shn3 inh set2	Peg3 promoter	MITF TRPM1 inh	iPSC survival up	CF NFkB block	C8 TRAIL sens
CCCN(C(=O)CN1C(=O)NC2(CCCCCC2)C1=O)C1CCS(=O)(=O)C1 (stereo unspecified)	2	12	7	13	0	5	-11	-9	0.0	16	-4
CC(C)c1ccc(-c2noc(C3CCCN(C(=O)c4ccc(F)cc4F)C3)n2)cc1 (stereo unspecified)	19	-79	-9	4	-2	74	-29	11	0.3	2	22
Cc1cc(SCNC(=O)c2ccccc2)ncn1	2	13	9	1	3	-6	7	-6	0.4	-8	-7
CCOC(=O)c1ccc2c(c1)sc(=NC(=O)c1ccco1)n2CCOC	1	-6	-8	-7	1	-16	-15	-10	-0.6	1	1
CCN=C1Sc2nc3ccc(OCC)cc3cc2CN1CCOC	2	-20	-2	-21	-1	-13	4	7	-2.1	0	2
CC(NC(=O)CSc1n[nH]c(N)n1)c1ccccc1 (stereo unspecified)	-5	11	-18	-33	-4	2	13	9	-0.6	5	13
COCCCNCC(=O)Nc1sc(C)c(C)c1C(=O)OC	10	-8	-5	-6	-1	12	-8	-7	-0.9	-18	-4
CCN(CC)CCCNc1ccc(-c2nnc(-c3ccc(OCC(C)C)cc3)o2)cn1	0	16	-19	21	3	25	113*	77*	-0.5	3	87*
CN(C)C(=O)CSC1c2ccccc2C(=O)N1c1ccccc1 (stereo unspecified)	0	-2	5	-11	1	-19	8	-6	-1.5	3	-31
C[C@@H](CSc1ccc(Br)cc1)CN1CC[C@H](C(C)(C)C)CCC1=O	-15	16	-1	1	-2	14	18	-8	-2.3	13	11
Cc1nn(-c2ccccc2)c(Cl)c1/C=C1\SC(=S)NC1=O	0	-38	-7	10	0	11	11	17	0.6	31	-15
Cc1cccc(S(=O)(=O)C(C#N)c2nc3ccccc3nc2N2CCOCC2)c1 (stereo unspecified)	11	-2	-4	-3	-2	-19	10	12	-0.6	21	-5
Cc1cccc(NC(=O)c2cccc(NC3=NC4CS(=O)(=O)CC4S3)c2)c1 (stereo unspecified)	-8	3	-13	-3	1	-16	4	.	-3.3	-2	1
